High-throughput results deposited in PubChem by National Center for Advancing Translational Sciences (NCATS).
Tb PGK inh: inhibitors of T. brucei phosphoglycerate kinase; AID 602233; P07378; PGK/GAPDH coupled, Kinase-Glo luminescence, 60 min; hit rate 0.043% among 380,000; Potency, µM (doses to about 57.5 µM), for inactives: at the highest dose activity change, negative = inhibition, actives largely listed as inhibitors; also: potency is read from the fitted curve at half-maximal effect; % is scaled to controls: 0 for no effect and ±100 for the full control effect; nearly all actives have a fitted effect of over 60% in size
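Luminescent ATP detection (Kinase-Glo Plus) follows a 60-minute room-temperature incubation, with wells lacking PGK as controls. Buffer: 100 mM TEA (pH 7.6), 5 mM MgCl2, 0.01% Tween-20. Coupling enzyme GAPDH (100 nM final) supplies unstable 1,3-BPG in-well.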
TrxR1 substrate: substrates of rat thioredoxin reductase 1; AID 588456; hit rate 0.01% among 390,000; Potency, µM (series often up to 114 µM), inactives show at the highest dose activity change, negative = substrate turnover; purified TrxR1 substrate turnover, NADPH consumption readout; O89049; also: potency is read from the fitted curve at half-maximal effect; % is scaled to controls: 0 for no effect and ±100 for the full control effect; nearly all actives have a fitted effect of over 50% in size
Target sequence (O89049 whole entry, looked up): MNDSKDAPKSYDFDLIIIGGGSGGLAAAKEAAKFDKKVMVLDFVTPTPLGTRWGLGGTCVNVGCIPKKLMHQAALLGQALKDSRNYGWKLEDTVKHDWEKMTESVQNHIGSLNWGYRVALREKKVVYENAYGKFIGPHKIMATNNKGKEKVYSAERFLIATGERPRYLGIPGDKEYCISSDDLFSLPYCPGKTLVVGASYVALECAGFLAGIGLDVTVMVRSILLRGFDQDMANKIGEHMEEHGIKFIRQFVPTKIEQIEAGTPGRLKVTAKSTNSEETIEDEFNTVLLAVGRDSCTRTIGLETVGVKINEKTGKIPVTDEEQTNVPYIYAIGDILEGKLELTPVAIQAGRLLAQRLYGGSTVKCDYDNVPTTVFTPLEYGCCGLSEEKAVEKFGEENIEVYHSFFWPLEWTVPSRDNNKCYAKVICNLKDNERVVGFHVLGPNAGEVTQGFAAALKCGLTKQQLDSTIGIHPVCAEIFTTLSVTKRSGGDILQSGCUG
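Rat TrxR1, dispensed at 90 nM, was prereduced with 400 uM NADPH (final) for 5 min at ~22 deg C, then incubated with compound 15 min before 400 uM selenite. A first-read NADPH fluorescence drop versus no-compound background flagged substrates.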
IDH1 R132H inh: human IDH1 R132H inhibition; O75874; IDH1-R132H enzyme, NADPH consumption, diaphorase/resazurin fluorescence; Potency, µM (top dose mostly 76.6 µM), without a hit: at the highest dose activity change, negative = inhibition, most hits filed as inhibitors; hit rate 0.093% among 390,000; AID 602179; also: potency is read from the fitted curve at half-maximal effect; % is scaled to controls: 0 for no effect and ±100 for the full control effect; nearly all actives have a fitted effect of over 65% in size
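IDH1-R132H (0.5 ug/mL) preincubated 30 min with compound, then NADPH (0.016 mM) and alpha-KG (2 mM) added; 80 min at RT, pH 7.5. Remaining NADPH coupled via diaphorase/resazurin to fluorescence (540/590 nm); concentration-response curves normalized to no-enzyme control.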
HP1b chromo inh: HP1-beta chromodomain-methylated histone interaction inhibition | P83916 | hit rate 0.56% among 390,000 | Potency, µM (doses to about 114 µM), for the others: at the top dose activity change, negative = inhibition, usual class: inhibitors | AlphaScreen HP1-beta / biotin-H3K9me3 peptide binding; also: potency is read from the fitted curve at half-maximal effect; nearly all actives have a fitted effect of over 70% in size; inactives centre near 23
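HP1-beta protein (50 nM final) preincubated 30 min at room temperature with biotinylated H3(1-18)K9me3 peptide (50 nM) in PBS pH 7.4, 0.01% Tween-20, then compound added for 30 min. AlphaScreen streptavidin donor/nickel chelate acceptor beads (10 ug/mL final), 30 min dark, luminescence read.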
TrxR1 inh: inhibitors of rat thioredoxin reductase 1 | recombinant rTrxR1, NADPH fluorescence consumption, selenite substrate | Potency, µM (highest dose often 114 µM), without a hit: at the highest dose activity change, negative = inhibition, hits mostly inhibitors | O89049 | hit rate 1% among 390,000; also: potency is read from the fitted curve at half-maximal effect; % is scaled to controls: 0 for no effect and ±100 for the full control effect; nearly all actives have a fitted effect of over 65% in size
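Rat TrxR1 (90 nM in the dispensed reagent) was pre-reduced with 400 uM NADPH for 5 min at room temperature, then incubated with compound for 15 min. After 400 uM selenite was added, NADPH fluorescence (Ex 340/Em 450 nm) was followed for 8 min.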
PI4K2A inh: blocks human PI4K2A kinase activity. Q9BTU6. purified PI4K2A, ADP-Glo luminescence, 1 h; active compounds read low. activity change, negative = inhibition, % at 76.9 µM. hit rate 0.13% among 420,000. AID 1346378; in the data active = activity change below about -50%; inconclusive = mostly about -30% to -49%;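 also: -100% = wells without enzyme as full effect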
Target sequence (Q9BTU6 whole entry, looked up): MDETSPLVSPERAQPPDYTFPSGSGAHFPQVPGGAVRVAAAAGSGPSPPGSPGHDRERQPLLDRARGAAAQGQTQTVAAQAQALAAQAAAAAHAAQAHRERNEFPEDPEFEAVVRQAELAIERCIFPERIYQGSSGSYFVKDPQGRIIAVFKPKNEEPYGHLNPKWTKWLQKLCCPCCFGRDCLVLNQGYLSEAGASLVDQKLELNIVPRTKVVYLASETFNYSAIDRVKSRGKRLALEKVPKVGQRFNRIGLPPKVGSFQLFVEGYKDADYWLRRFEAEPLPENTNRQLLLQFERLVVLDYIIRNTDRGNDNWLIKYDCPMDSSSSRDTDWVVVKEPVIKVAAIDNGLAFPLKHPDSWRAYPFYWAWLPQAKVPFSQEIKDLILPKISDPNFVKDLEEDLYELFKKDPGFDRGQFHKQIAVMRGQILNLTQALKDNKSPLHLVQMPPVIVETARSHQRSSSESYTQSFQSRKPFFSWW
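Compounds are screened against recombinant PI4K2A using PI as substrate and ATP, the latter dispensed at 300 microM. Reactions run one hour at ambient temperature before ADP-Glo detection; full inhibition defined by wells lacking enzyme.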
GLS inhibitor: inhibitors of human glutaminase (GLS). O94925. GLS enzymatic activity, qHTS titration. Potency, µM (series often up to 45.5 µM), for inactives: at the top dose activity change, negative = inhibition, usual class: inhibitors. hit rate 0.21% among 410,000; also: potency is read from the fitted curve at half-maximal effect; % is scaled to controls: 0 for no effect and ±100 for the full control effect
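Human kidney-isoform GLS in 45 mM KH2PO4 pH 8.2, 0.02% Tween-20, with compound, started with 1mM L-Glutamine (added stock). Glutamate oxidase/HRP/Amplex red coupled fluorescence read at start and after 30 min at RT.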
Pin1 inhibitor: human Pin1 inhibition. hit rate 0.009% among 390,000. Pin1 FP peptide displacement, HiFluor488, 10 min. AID 504891. Q13526. Potency, µM (doses to about 115 µM), without a hit: at the top dose activity, negative = inhibition, hits mostly inhibitors; active = well fitted inhibition curve with a large enough effect in the polarisation, with a control signal flat, not every such curve was filed as active; inconclusive = small, poorly fitted or top-dose-only effect, or effect the other way, or a change in a side signal; inactive = no such curve, though single readings can be large or run the other way; the % refers to the polarisation; also: potency is read from the fitted curve at half-maximal effect; % is scaled to controls: 0 for no effect and ±100 for the full control effect
USP1 inh: blocks the human USP1/UAF1 deubiquitinase complex | O94782 | recombinant USP1/UAF1, Ub-Rhodamine cleavage fluorescence | Potency, µM (titrated, usually from 57.1 µM), without a hit: at the highest dose activity change, negative = inhibition, usual class: inhibitors | hit rate 0.23% among 390,000; also: potency is read from the fitted curve at half-maximal effect; % is scaled to controls: 0 for no effect and ±100 for the full control effect; nearly all actives have a fitted effect of over 60% in size; inactives centre near -12
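1 nM enzyme complex + cpd, 15 min RT; start with Ub-Rho 150nM final; kinetic fluorescence ex 480/em 540, 6 reads q60 s. Buffer 50mM HEPES pH 7.8, 0.5mM EDTA, 0.1 mg/ml BSA, 1mM TCEP, 0.01% Tween-20.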
Active calls of the source: *; i = inactive; ? = inconclusive; . = no result given; [ ] = another dose, or the depositor's remark. Unless noted, calls follow the shape of the dose curve; as a rule, active = well fitted curve in the direction sought with a large enough effect; inconclusive = small, poorly fitted or top-dose-only effect, or another doubt; inactive = no such curve, though single readings can be large; an effect the other way counts as inactive or inconclusive. An excerpt. The share of hits here may be higher or lower than overall.

Values run as follows: Tb PGK inh	TrxR1 substrate	IDH1 R132H inh	HP1b chromo inh	TrxR1 inh	PI4K2A inh	GLS inhibitor	Pin1 inhibitor	USP1 inh
O=C1NC[C@H](Cc2ccccc2)N(C[C@H]2CCCN2C[C@H](Cc2ccccc2)N2C[C@H](Cc3ccc(O)cc3)N(CCc3ccccc3)C(=O)C2=O)C1=O
 : -2.3%	0.3%	0.0%	6.3%	4.2%	2.3	14.9%	29.8%	-13.7%
O=S(CC(O)COCc1ccc(Cl)cc1)c1ccccn1 (centres undefined)
 : -8.2%	2.4%	14.6%	18.4%	16.9%	8.2	8.9%	-2.8%	2.2%
O=C(CCCOC(=O)c1ccc(O)cc1O)c1ccccc1
 : i	-3.6%	2.6%	14.2%	8.2%	3.3	8.8%	-12.1%	-11.0%
CCCN1CCN(CCCNC(=O)c2cnn(-c3ccc(F)cc3)c2-n2cccc2)CC1
 : -6.9%	1.5%	22.6%	9.1%	-0.4%	-2.2	1.4%	-2.6%	-3.1%
CC(O)(CS(=O)(=O)Cc1cccc(C(F)(F)F)c1)C(=O)Nc1cccc(C(F)(F)F)c1 (centres undefined)
 : -7.5%	-1.6%	3.5%	21.1%	-13.0%	-6.8	-9.9%	-0.4%	-11.3%
Cc1ccc(S(=O)(=O)c2cc3c(=O)n4ccccc4nc3n(C3CCCCC3)c2=N)cc1
 : -3.6%	-11.2%	-3.0%	-1.8%	-9.7%	0.1	0.0%	?	-5.8%
CCOCC(=O)Nc1ccc(-c2cn3c(C)csc3n2)cc1
 : -10.6%	2.8%[57.1 µM]	-24.2%	28.3%[57 µM]	11.7%[57.1 µM]	-0.4	-1.9%	4.8%	-22.4%
Cn1c(=O)c(-c2ccccc2)cc2ccccc21
 : -1.9%	24.6%	7.8%	45.1%[activator]	5.1%	6.9	5.0%	3.4%	-8.9%
CC(C)(C)c1ccc(-c2noc(CCC(=O)NCC3CCCO3)n2)cc1 (centres undefined)
 : -3.6%	-4.1%	2.7%	26.3%	5.5%	-4.0	-17.7%	-1.0%	3.4%
COc1ccc(NC(=O)Nc2nnc(-c3cccs3)s2)cc1
 : -9.0%	-0.9%	-1.6%	47.0%[activator]	5.8%	-4.2	-1.0%	0.7%	-21.4%

Overlap with the part before: 2 compounds; new compounds follow.
Values run as follows: Tb PGK inh	TrxR1 substrate	IDH1 R132H inh	HP1b chromo inh	TrxR1 inh	PI4K2A inh	GLS inhibitor	Pin1 inhibitor	USP1 inh
CC(C)(C)c1ccc(-c2noc(CCC(=O)NCC3CCCO3)n2)cc1 (centres undefined)
 : -3.6%	-4.1%	2.7%	26.3%	5.5%	-4.0	-17.7%	-1.0%	3.4%
COc1ccc(NC(=O)Nc2nnc(-c3cccs3)s2)cc1
 : -9.0%	-0.9%	-1.6%	47.0%[activator]	5.8%	-4.2	-1.0%	0.7%	-21.4%
O=C(NCC1CCCO1)c1ccc(NC(=O)c2cccc(Br)c2)cc1 (centres undefined)
 : 1.5%	3.0%	-4.6%	44.8%[activator]	12.3%	1.0	1.3%	-4.7%	-15.3%
CCOc1cc(/C=N/N=C(/N)c2nonc2N)cc(Br)c1OCc1ccc(Cl)cc1
 : -1.3%	-4.0%	1.5%	27.1%	7.5%	-0.4	-5.6%	9.1%	-13.6%
Cc1cc2occ(CC(=O)NC3CCCc4ccccc43)c2cc1C (centres undefined)
 : -4.7%	3.3%[57.1 µM]	15.0%	1.2%	13.5%[57.1 µM]	2.2	0.0%	2.8%	-1.5%
Cc1cccc(-c2nc3scc(CCNC(=O)c4ccccc4Cl)n3n2)c1
 : -1.5%	1.0%[57.1 µM]	0.0%	26.3%[57 µM]	7.1%[57.1 µM]	-2.3	5.2%	2.4%	-4.8%
CC(C)(C)OC(=O)N1CCC(c2c(C(=O)N3CCN(c4ccccc4F)CC3)cnn2-c2ccccc2Cl)CC1
 : 4.9%	-7.9%	-10.3%	29.9%	4.8%	0.6	-1.3%	1.8%	?
Cc1cc(C)n(-c2cc(C)c(C)cc2Br)n1
 : -8.4%	8.6%	6.2%	37.6%	-2.9%	3.4	2.1%	2.1%	-4.5%
CCn1c(SC)nnc1-c1c[nH]c2ccccc12
 : -7.5%	4.1%[57.1 µM]	-0.9%	25.6%	36.1%[activator][57.1 µM]	2.9	0.3%	7.6%	0.0%
O=C(CN1CCC(n2nnc3cc(C(F)(F)F)ccc32)CC1)Nc1ccc2c(c1)CCC2
 : -9.8%	-6.6%	5.4%	0.6%	11.6%	?	1.4%	16.2%	-9.6%
Cc1ccc(C)c(OCCC(=O)OCC(=O)Nc2cc(S(=O)(=O)N3CCOCC3)ccc2C)c1
 : -9.7%	-1.1%	3.0%	1.1%	-2.6%	-1.9	-8.9%	8.1%	-10.8%
O=C(c1ccc(CS(=O)Cc2ccccc2Cl)o1)N1CCN(c2cccc(Cl)c2)CC1 (centres undefined)
 : -9.5%	2.7%	3.6%	8.1%	-22.5%	0.4	12.8%	3.1%	-21.8%
CCOc1cccc(NC(=O)Cn2nc(-c3ccc4c(c3)OCCO4)ccc2=O)c1
 : 7.2%	15.0%	-2.2%	21.4%	4.9%	-1.9	21.0%	-0.4%	-0.8%
CC(=O)Nc1nc(C)c(-c2nc3ccc([N+](=O)[O-])cc3[nH]2)s1
 : -4.3%	0.2%	-8.7%	55.7%[activator]	6.9%	-16.1	1.2%	1.5%	-22.3%
C[C@@H]1CN([C@@H](C)CO)C(=O)CCCn2nncc2CO[C@@H]1CN(C)C(=O)c1cc(-c2ccccc2)on1
 : -13.4%	.	0.0%	.	.	-7.4	2.5%	.	?
COc1ccc(NC(=O)CSc2nnc(N)s2)cc1S(=O)(=O)N1CCCCC1
 : i	7.4%	-3.3%	27.5%	18.8%	-2.6	12.5%	2.1%	-21.9%
Cc1nnc(NC(=O)CSc2nc(C(C)C)nc3ccccc23)s1
 : i	2.5%	1.2%	26.9%	9.4%	-2.4	7.1%	-5.9%	-8.7%
O=C(O)C12C3CCC(O3)C1(C(=O)O)C1CCC2O1 (centres undefined)
 : i	-5.0%[11.4 µM]	4.1%	23.9%	0.2%[11.4 µM]	1.2	-0.2%	-3.1%	-10.1%
CC(C)c1ccc(C(C(=O)NC(C)(C)C)N(C(=O)CNC(=O)c2ccco2)c2cccnc2)cc1 (centres undefined)
 : 8.9%	6.6%[0.457 µM]	0.8%	38.1%	7.6%[57.1 µM]	4.9	0.9%	0.9%	-7.5%
Cc1cc(C)n(-c2nc3ccccc3c(=O)n2OC2CCCCC2)n1
 : -1.6%	4.6%[57.1 µM]	3.1%	10.7%	-2.1%[57.1 µM]	-3.7	7.9%	5.9%	0.8%
CS(=O)(=NS(=O)(=O)c1ccc(Cl)cc1)c1ccccc1 (centres undefined)
 : -8.9%	2.2%	8.5%	49.6%[activator]	8.8%	0.1	-0.1%	-1.2%	-18.5%
CCOc1ccccc1Nc1ncnc2ccccc12
 : -2.1%	-13.9%	5.8%	61.8%[activator]	-16.7%	-11.9	-8.2%	-1.1%	-9.8%
CC(=O)Nc1ccc(NC(=O)C2CCCN2S(=O)(=O)c2cccc3nsnc23)cc1 (centres undefined)
 : -8.7%	-7.4%	3.6%	28.2%	-6.3%	-1.9	-0.4%	-1.4%	-26.9%
COc1ccc(CCNC(=O)CC(NS(=O)(=O)c2ccc(NC(C)=O)cc2)C(C)C)cc1OC (centres undefined)
 : -0.5%	-2.4%	3.9%	44.6%[activator]	-2.8%	-6.4	6.4%	-1.1%	-11.7%
O=C(CSc1nncs1)Nc1ccc(N2CCCCC2)cc1
 : -1.5%	-0.6%	7.3%	26.1%	-5.8%	3.5	39.8%[activator]	-0.1%	-16.0%
COc1cc(C=NNc2ccccc2[N+](=O)[O-])cc(OC)c1OC
 : -4.1%	.	-6.5%	.	.	-2.3	-1.7%	.	-7.3%
CCC1CCCCN1C(=O)Cn1c(C(=O)OC)cc2sc(Cl)cc21 (centres undefined)
 : .	4.0%	2.0%	19.6%	15.7%	5.4	0.4%	-0.6%	-2.1%
CC(C)N1CC2=C(C1=O)C(c1ccc(O)cc1)NC(=O)N2C (centres undefined)
 : i	9.1%	-1.1%	32.2%	20.4%	-5.2	12.5%	-0.3%	-20.7%
CC(NC(=O)c1cc(S(=O)(=O)N2CCOCC2)ccc1N1CCCC1)c1ccc(Cl)c(Cl)c1 (centres undefined)
 : 2.4%	16.0%	2.3%	21.6%	-19.8%	-1.1	6.4%	16.4%	-22.9%
COc1ccc(C2CC(c3ccccc3OC(=O)/C=C/c3ccccc3)=NN2C(C)=O)cc1 (centres undefined)
 : i	-9.5%	0.0%	20.4%	21.4%	7.1	-0.1%	3.8%	-10.0%
CN1C(=O)c2ccccc2Sc2ccc(NC(=O)NCc3ccccc3Br)cc21
 : -11.2%	3.0%	7.8%	29.7%	7.1%	2.9	4.4%	9.4%	-11.7%
C=CCn1c(-c2cccc(Cl)c2)n[nH]c1=S
 : -2.1%	-3.7%	2.9%	6.4%	?	-2.4	-1.0%	-8.0%	-6.8%
